M1 ag parental – counter-screen for M1 agonists: effect in parental CHO-K1 cells; Fluo-8 calcium fluorescence; scaled to maximal ATP response, vehicle zero; activation, % at 3 µM; 360,000 compounds, 0.48% hits; AID 602248; in the data active = activation above about 15%;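 also: untransfected CHO-K1 host cells lacking M1 receptor as counterscreen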
CHRM1 agonist – activates human CHRM1 receptor | P11229 | CHO-K1 hM1, Fluo-8 calcium fluorescence, agonist mode; 0% DMSO, 100% acetylcholine EC100 | activation, % at 3 µM | 360,000 compounds, 0.33% hits | AID 588814;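 active = activation above the run's mean compound activation plus 3 SD, cut at about 16% in these data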;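 also: peak over basal fluorescence ratio within a 140 s kinetic read after compound addition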
Target sequence (P11229 whole entry, looked up): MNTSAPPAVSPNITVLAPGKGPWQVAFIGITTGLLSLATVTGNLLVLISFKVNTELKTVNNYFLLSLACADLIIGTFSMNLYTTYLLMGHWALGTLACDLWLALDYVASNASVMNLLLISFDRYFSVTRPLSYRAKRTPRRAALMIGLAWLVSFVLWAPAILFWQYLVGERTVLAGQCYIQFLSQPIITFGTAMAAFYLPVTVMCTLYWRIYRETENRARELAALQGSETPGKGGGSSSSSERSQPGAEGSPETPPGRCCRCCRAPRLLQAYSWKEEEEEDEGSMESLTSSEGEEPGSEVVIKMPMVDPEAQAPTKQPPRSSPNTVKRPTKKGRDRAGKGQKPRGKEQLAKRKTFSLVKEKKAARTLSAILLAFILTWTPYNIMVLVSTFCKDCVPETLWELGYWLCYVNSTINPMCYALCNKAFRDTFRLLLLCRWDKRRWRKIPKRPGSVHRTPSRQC
CHO-K1 Ca PAM – nonselective activator or artifact in parental CHO-K1 calcium assay; activation, % at 3 µM; ATP EC20, Fluo-8 calcium fluorescence; 0% at ATP EC20, 100% at ATP max; 360,000 compounds, 0.02% hits;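 active = activation above the run cutoff, the mean activation of all test compounds plus 3 SD, cut at about 40% in these data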;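 also: peak over basal fluorescence ratio in a 140 s read after ATP addition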
CHO-K1 Ca antag – nonselective inhibitor or artifact in parental CHO-K1 cells; inhibition, % at 3 µM; ATP-induced calcium, Fluo-8 fluorescence; AID 602250; 360,000 compounds, 0.6% hits;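 active = inhibition above a per-plate cutoff, the plate's mean sample inhibition plus 3 SD, cut at about 24% in these data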;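 also: 0% = DMSO plus EC80 ATP and 100% = DMSO alone without ATP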
CHO parental Ca – counter-screen for OX1R antagonists: effect in parental CHO cells; parental CHO-K1, ATP-induced calcium, Fluo-8 fluorescence; inhibition, % at 5.6 µM; 330,000 compounds, 0.63% hits;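 active = inhibition above that plate's mean sample inhibition plus 3 SD, cut at about 26% in these data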;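 also: 0% = ATP-challenged DMSO wells and 100% = DMSO wells without ATP; some compounds past the cut are filed as inactive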
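test system = CHO parental line | reagent = ATP stimulus | measured by = intracellular calcium via Fluo-8 no-wash fluorescent dye | control set = ATP and no-ATP DMSO wells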
TAAR1 antagonist – antagonists of human TAAR1. CHO RD-HGA16 TAAR1, Fluo-8 calcium fluorescence, antagonist. inhibition, % at 3 µM. 360,000 compounds, 1.5% hits;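 active = inhibition above a per-plate cutoff, the mean inhibition of test compounds on that plate plus 3 SD, cut at about 49% in these data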;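 also: 0% = DMSO plus EC80 beta-PEA response and 100% = DMSO alone without agonist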
Target sequence (Q96RJ0 whole entry, looked up): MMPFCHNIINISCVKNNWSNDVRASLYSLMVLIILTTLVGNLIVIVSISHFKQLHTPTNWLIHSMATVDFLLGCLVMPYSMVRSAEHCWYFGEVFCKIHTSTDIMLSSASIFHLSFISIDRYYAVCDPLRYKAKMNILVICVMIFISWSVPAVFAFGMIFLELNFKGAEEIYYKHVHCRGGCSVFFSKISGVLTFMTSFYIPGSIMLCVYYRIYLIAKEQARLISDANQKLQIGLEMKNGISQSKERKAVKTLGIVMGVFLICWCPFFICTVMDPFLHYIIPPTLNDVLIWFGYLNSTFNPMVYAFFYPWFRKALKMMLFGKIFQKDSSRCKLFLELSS
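Test system: hTAAR1-expressing CHO RD-HGA16 cells, Gα16-coupled; Probe or stimulus: EC80 β-phenethylamine stimulus; Compound dosing: single nominal final test compound concentration of 3 µM; Timing: 140 s kinetic read after compound, 140 s after agonist; Signal: Fluo-8 calcium-sensitive fluorescence; Measure: % inhibition of agonist calcium response; Controls: DMSO and EC80 PEA controls.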
OXTR potentiator – potentiators of human oxytocin receptor; 320,000 compounds, 0.061% hits; activation, % at 3 µM; CHO-OTR cells, Fluo-8 calcium fluorescence, potentiator mode; 0% = oxytocin EC15, 100% = EC100;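 active = activation above that plate's cutoff, the mean activation of tested compounds plus 3 SD, cut at about 6.6% in these data, passing the limit was not always enough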;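 also: 100% uses oxytocin at 75 nM as the full agonist control; some results filed as inactive read as strong as hits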
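System: human OTR in CHO cells / Also added: sub-maximal oxytocin, roughly EC15 / Control set: EC15 oxytocin low, 75 nM oxytocin high / Schedule: 6 min compound pre-incubation at room temperature, 100 s kinetic read / Compound: single-point 3.0 µM / Replication: singlicate / Technique: Fluo-8 calcium dye fluorescence / Read-out basis: % activation of max/min ratio relative to oxytocin controls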
TAAR1 agonist – human TAAR1 agonism. Q96RJ0. CHO RD-HGA16 TAAR1, Fluo-8 calcium fluorescence; vehicle wells 0%, saturating PEA agonist 100%. activation, % at 3 µM. 360,000 compounds, 0.99% hits;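 active = activation above the mean activation of all test compounds in the run plus 3 SD, cut at about 38% in these data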
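Signal – calcium-sensitive Fluo-8 signal, excitation 470-495, emission 515-575 nm · System – RD-HGA16 (CHO) cells co-expressing Gα16 and hTAAR1 · Incubation – 17-24 h seeding, 75 min 37 °C dye, 30 min RT · Compound dosing – 3 µM single concentration · Repeats – no replicates (n 1)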
M1 antag – antagonists of human M1 muscarinic receptor. P11229. CHO-K1 hM1, Fluo-8 calcium fluorescence, ACh EC80 antagonist. inhibition, % at 3 µM. 360,000 compounds, 1.3% hits. AID 588852;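 active = percent inhibition above its own plate's cutoff, namely the mean of that plate's compound wells plus 3 SD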;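 also: peak over basal fluorescence ratio during 140 s after agonist addition; 0% = ACh EC80 plus DMSO and 100% = DMSO alone without agonist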
An asterisk follows results filed as active; · = not tested or not shown.

SMILES	M1 ag parental	CHRM1 agonist	CHO-K1 Ca PAM	CHO-K1 Ca antag	CHO parental Ca	TAAR1 antagonist	OXTR potentiator	TAAR1 agonist	M1 antag
O=C(NCC(c1cccnc1)N1CCOCC1)Nc1ccccc1 (stereo not drawn)	0.0	-4	3	-7	-5	8	-7	5	0
c1ccc(Nc2nc(NCc3ccco3)c3ccccc3n2)cc1	3.7	-4	-3	6	18	41	-15	56*	30
CN(C)c1ccc(NC(=O)CN2C3CCCC2CC(NC(=O)c2ccccc2)C3)cc1 (stereo not drawn)	0.8	-9	2	-7	-16	-9	-3	-2	-7
O=C(C(Sc1ccccc1)c1ccccc1)N1CCOCC1 (stereo not drawn)	1.1	-7	22	-5	-4	9	-9	-1	-9
NC(CCc1ccccc1)c1csc(Nc2ccc(C(=O)NCCO)cc2)n1 (stereo not drawn)	0.1	-1	5	-9	·	1	·	2	-10
COc1ccc(NC(=O)CSc2nnc(-c3cc(C)[nH]n3)n2N)cc1OC	0.3	2	3	-8	6	4	-5	0	1
NC(=O)c1ccsc1NC(=O)c1ccc(S(=O)(=O)N2CCCC2)cc1	1.8	1	9	13	-1	16	-9	9	-3
COC(C(=O)Nc1ccnn1C1CCN(C(=O)c2ccc(C=O)cc2)CC1)c1ccccc1 (stereo not drawn)	0.0	5	3	-1	-5	-4	-18	2	-10
C=CCOc1ccc(CNCCc2ccc(S(N)(=O)=O)cc2)cc1	0.2	-14	21	-5	-13	-7	-7	6	26
CN(Cc1ccco1)C(=O)c1c[nH]c2ccc(S(=O)(=O)Nc3ccc4c(c3)OCCO4)cc2c1=O	0.8	-1	-8	7	0	3	-5	1	-9
COc1ccc(-c2nc(SC(CC(=O)NCCO)c3cccs3)n[nH]2)cc1 (stereo not drawn)	0.5	-4	1	-13	-5	-14	-4	0	-20
CCOC(=O)N1CCc2c(sc(NC(=O)CN3CCOCC3)c2C#N)C1	0.9	0	1	10	-10	-7	-9	0	-14
O=C(CSc1nnc(C2COc3ccccc3O2)o1)Nc1nccs1 (stereo not drawn)	1.4	-3	1	-19	-9	·	2	·	-13
Cc1c(NC(=O)C2(c3ccc(Cl)cc3)CCCC2)c(=O)n(-c2ccccc2)n1C	0.3	-6	-4	0	-18	-1	-10	9	-1
Cc1ccc(NC(=O)Cc2ccc(Cl)cc2)cc1S(=O)(=O)N1CCCCCC1	2.3	-3	16	-21	-17	3	-9	5	11
Cc1ccc(CNC(=O)c2ccc(N3CCC4(CC3)CC(c3ccccc3)=NO4)c(NC(=O)c3ccco3)c2)cc1	-0.1	-1	-2	-16	-17	7	-2	3	-1
Cc1nn(-c2ccc(F)cc2)c(Cl)c1/C=C/C(=O)OCC(=O)Nc1ccc(F)cc1F	0.2	-6	-7	3	-4	-4	-6	-2	-1
Cc1ccc(CC(=O)NCc2cccnc2)cc1	·	·	·	·	1	11	0	0	·
O=C(NNc1cccc(Cl)n1)c1ccccc1CC[N+](=O)[O-]	0.3	-3	4	-2	-10	5	0	2	-8
CCOc1ccc(CNC(=S)Nc2ccccc2)cc1Cl	6.5	0	-5	3	5	11	-13	5	-1
Cc1ccc(NC(=O)NC2C(NC(=O)Nc3ccc(C)cc3)N(C)C(=O)N2C)cc1 (stereo not drawn)	-0.2	-3	-5	-12	-6	3	0	13	-6
O=C(CCS(=O)(=O)c1ccccc1)Nc1ccccn1	9.9	-4	14	-7	-3	-22	-3	4	-9
Cc1cc(C)c(-c2noc(C(=O)OC(C)(C)C)c2C(=O)OC(C)(C)C)c(C)c1	1.2	-3	13	-7	4	-13	-11	6	-10
S=C(Nc1ccccn1)c1ccccn1	0.0	-4	12	-6	-16	4	-6	-1	-12
CCOc1ccc(C2=[N+]([O-])C(C)(C)N(O)C2(C)C)cc1	0.0	-4	7	-2	-3	-12	0	1	-5
COc1ccc(C(=O)Nn2cnc3ccccc3c2=O)c(OC)c1	0.1	-5	18	-11	-14	-14	-1	2	-3
COc1ccc(-n2nc(C(=O)NCC(=O)NC3CCCCCC3)c3ccccc3c2=O)c(OC)c1	-0.2	-6	12	-11	-29	-14	-1	0	-12
CCC(CC)C(=O)c1c[nH]c(C(=O)NCc2ccc(F)cc2)c1	9.3	-3	-11	-10	-10	6	-12	7	20
C[C@H](CO)N1C[C@H](C)[C@@H](CN(C)Cc2ccc(Cl)c(Cl)c2)Oc2c(NC(=O)C3CCOCC3)cccc2C1=O	1.5	-6	13	-14	-36	2	6	3	-4
Cc1ccc(C(=O)N2CCCC(N3CCN(c4ccccc4F)CC3)C2)s1 (stereo not drawn)	-0.2	-5	-5	-11	-20	-36	-1	-2	-12
COc1ccc(S(=O)(=O)NNC(=O)Nc2ccc(F)cc2)cc1	2.8	-3	-5	-7	6	15	-8	3	-12
O=C(O)Cc1ccc2ccc3ccccc3c2c1	0.3	1	-11	-3	-5	-26	-1	13	-22
CC1(c2ccccc2Cl)NC(=O)N(CC(=O)NCc2ccc3c(c2)OCO3)C1=O (stereo not drawn)	3.3	2	3	-14	-2	14	-12	2	-17
Cc1ccc(Oc2c(C(N)=O)cc([N+](=O)[O-])cc2[N+](=O)[O-])cc1	0.0	-4	4	7	-3	0	-6	2	6
CCOc1ccc(-n2c(-c3ccccc3)c[nH]c2=S)cc1	0.0	-11	7	-17	-11	13	-5	3	8
COC(=O)c1ccc(Cn2cc(/C=C\[N+](=O)[O-])c3ccccc32)o1	0.1	2	-2	3	-22	12	-3	2	11
Cc1cc(NC(=O)CSCC(=O)Nc2nc3ccccc3s2)no1	0.8	-3	-19	6	-5	-5	-2	11	11
O=C(CN1CCOCC1)Nc1nc2ccc(Cl)cc2s1	3.6	-2	22	-8	0	-3	2	4	-2
CC(C)(C)c1ccc(-c2n[nH]c(=S)n2CC2CCCO2)cc1 (stereo not drawn)	-0.1	-11	3	0	-19	17	-7	7	-4
O=c1c2cnn(-c3ccccc3)c2nc(-c2cccs2)n1-c1ccc(Cl)cc1	0.1	-3	11	-5	-7	-3	-1	0	-13
COc1cc(NC(=O)c2cc([N+](=O)[O-])ccc2N2CCOCC2)ccc1NC(=O)c1ccco1	-0.5	-1	-15	-2	-18	-6	0	1	-8
O=C(CN1C2CCC1CC(NC(=O)Nc1ccccc1)C2)NCc1ccco1 (stereo not drawn)	0.1	-5	-8	8	-17	19	-5	1	-16
O=C(CSc1nnc(-c2ccc(Cl)cc2)n1CC1CCCO1)NC1CCS(=O)(=O)C1 (stereo not drawn)	2.2	-5	9	-2	-5	-2	6	3	-6
CCCCOc1ccc(-c2nnn(C(C)C(=O)OCC)n2)cc1 (stereo not drawn)	0.0	-3	-1	1	-20	4	-20	5	5
COCCCN1C(=O)c2ccc(C(=O)Nc3ccc(OC)cc3OC)cc2C1=O	1.4	-3	18	-15	-10	-11	0	4	-6
Cc1cnc(C(=O)OCC(=O)Nc2ccc(Br)c(C)c2)cn1	1.5	-3	9	-13	-12	-16	-2	19	-4
C(=N\n1cnnc1)/c1nc2ccccc2[nH]1	0.0	-2	11	-8	-1	-13	-2	2	-16
CCCNC(=O)C(Cc1cccc(Cl)c1)NC(=O)c1ccc(C#N)cc1 (stereo not drawn)	0.0	-5	13	-9	-15	17	2	13	0
Cc1ccc(-n2c(Cc3cccn3C)nnc2SCC(=O)N2CCN(c3ccccc3)CC2)cc1	0.5	-8	-10	4	-20	-3	-7	4	4
Cc1ccc(CN(C(=O)c2ccco2)C2CCS(=O)(=O)C2)cc1 (stereo not drawn)	4.1	3	-4	6	-5	-10	-5	3	-2
CCOC(=O)N1CCN(C(=O)c2[nH]c(C(F)(F)F)nc2-c2ccccc2)CC1	-0.2	9	9	-15	·	10	·	0	-24
O=S(=O)(c1ccccc1)N(CC(O)CN1CCCC1)c1ccccc1 (stereo not drawn)	-0.1	-13	9	-17	-14	-12	-4	-1	-5
CCc1ccc(NC(=O)C2CCN(S(=O)(=O)c3c(C)noc3C)CC2)cc1	7.8	-3	22	-14	-7	-13	-1	-1	11
O=S(=O)(c1ccc(OCC(O)CN2CCC(Cc3ccccc3)CC2)cc1)N1CCOCC1 (stereo not drawn)	2.6	-14	7	-5	-25	-12	-9	4	2
CC1CCCC(NC(=O)c2ccc3c(SCC(=O)O)c4c(nc3c2)CCC4)C1C (stereo not drawn)	0.4	-2	11	-11	-14	1	-2	16	39*
Cc1cc(NC(=O)C(C)SCC(=O)Nc2ccc(SC(F)F)cc2)no1 (stereo not drawn)	3.5	-1	20	-14	-7	-12	-6	1	-3
Cc1sc2ncnc(N3CCC(C(=O)Nc4nc5ccc(Cl)cc5s4)CC3)c2c1C	3.0	-3	19	-4	-37	-16	0	0	-14
COc1ccccc1OCCCOc1cccc(/C=C2\SC(=O)NC2=O)c1	5.1	1	2	3	-10	28	-20	5	-1
Cc1cc(S(=O)(=O)N2CCCC2)ccc1OCC(=O)Nc1ccc(C(N)=O)cc1	1.2	-4	11	-11	3	7	-7	2	-4
CCOC(=O)C1CCN(Cc2cc(=O)n3c(-c4ccccc4)csc3n2)CC1	-1.1	-15	-9	-5	-9	6	1	1	5
O=C(CN1CCN(S(=O)(=O)c2ccc3c(c2)OCCO3)CC1)Nc1ccccc1Br	-0.2	-4	-10	8	·	1	·	5	-6
CC(C)(CCl)C(=O)Nc1ccc(Sc2ccc(F)cc2)cc1	5.7	-2	18	16	-12	58*	-8	17	12
CNc1ccccc1C(=O)OCC(=O)Nc1ccc2c(c1)OCO2	1.4	-2	7	-4	4	-5	-6	3	2

Some of the entries above in another layout:
SMILES: CC1(c2ccccc2Cl)NC(=O)N(CC(=O)NCc2ccc3c(c2)OCO3)C1=O (stereo not drawn)
  M1 ag parental = 3.3; CHRM1 agonist = 2; CHO-K1 Ca PAM = 3; CHO-K1 Ca antag = -14; CHO parental Ca = -2; TAAR1 antagonist = 14; OXTR potentiator = -12; TAAR1 agonist = 2; M1 antag = -17

SMILES: Cc1ccc(Oc2c(C(N)=O)cc([N+](=O)[O-])cc2[N+](=O)[O-])cc1
  M1 ag parental = 0.0; CHRM1 agonist = -4; CHO-K1 Ca PAM = 4; CHO-K1 Ca antag = 7; CHO parental Ca = -3; TAAR1 antagonist = 0; OXTR potentiator = -6; TAAR1 agonist = 2; M1 antag = 6

SMILES: CCOc1ccc(-n2c(-c3ccccc3)c[nH]c2=S)cc1
  M1 ag parental = 0.0; CHRM1 agonist = -11; CHO-K1 Ca PAM = 7; CHO-K1 Ca antag = -17; CHO parental Ca = -11; TAAR1 antagonist = 13; OXTR potentiator = -5; TAAR1 agonist = 3; M1 antag = 8
